Screening data as filed in PubChem.
Pf Dd2 growth: P. falciparum Dd2 growth inhibitors, primary screen, SYBR Green fluorescence, single dose replicates | 72 h; stronger effect = lower value | activity change, % at 10 µM | actives 2.3% (n = 94,000); in the data active means activity change below about -80%
T cruzi growth: T. cruzi intracellular proliferation inhibitors, primary screen, cell-based, beta-gal Tulahuen parasites, NIH3T3 host, luminescence; T. cruzi beta-gal in NIH3T3, GalScreen luminescence, 90 h; inhibition, % at 8.34 µM; actives 5.9% (n = 77,000); AID 624255, 2012;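 active means mean inhibition above about 93%, with at least 55% of replicates each passing it, limit read from the data, passing the limit was not always enough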
C diff growth: C. difficile growth inhibitors, primary screen, HTS. actives 0.25% (n = 86,000). growth activity, negative = inhibition, % at 16 µg/mL (by protocol). AID 1259249, 2017. Clostridium difficile clinical isolate growth, OD600, 24 h; stronger effect = lower value;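 active means mean growth activity at or below -80% and every replicate also at or below -80%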;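 further: 0% = DMSO wells and -100% = levofloxacin 16 µg/mL wells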
GASC1 inh: inhibitors of GASC-1 (KDM4C) histone demethylase, primary screen, biochemical, single concentration HTS; AID 720574, 2013; GST-KDM4C 2-372, H3K9me3 peptide, LANCE TR-FRET; inhibition, % at 12.5 µM; actives 0.15% (n = 96,000);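 active means mean replicate inhibition above about 25%, with at least 55% of replicates also reaching it, limit read from the data, passing the limit was not always enough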
Target sequence (Q9H3R0 2-372 limits assumed): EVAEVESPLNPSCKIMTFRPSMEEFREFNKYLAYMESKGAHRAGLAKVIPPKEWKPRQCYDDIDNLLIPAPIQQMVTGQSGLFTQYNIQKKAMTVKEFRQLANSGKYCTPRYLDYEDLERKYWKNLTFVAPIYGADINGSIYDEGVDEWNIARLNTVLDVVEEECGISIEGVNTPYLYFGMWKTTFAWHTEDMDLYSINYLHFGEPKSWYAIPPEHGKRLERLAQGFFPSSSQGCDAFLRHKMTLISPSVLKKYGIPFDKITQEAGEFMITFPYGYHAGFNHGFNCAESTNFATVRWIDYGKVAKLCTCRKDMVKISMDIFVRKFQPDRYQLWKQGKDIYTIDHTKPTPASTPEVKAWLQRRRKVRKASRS
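System: N-terminal GST-fused human GASC-1 (KDM4C) fragment, residues 2-372; amount: enzyme final amount 10 nM; incubation: reaction 30 min RT, detection step 1 h RT; medium: HEPES buffer, pH 7.5, plus ascorbate; technique: LANCE TR-FRET, Eu antibody, ULight-streptavidin, EDTA, ex 340 nm, em 618/671 nm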
An asterisk follows results filed as active; . = not tested or not shown; & = joins results of further samples.

[1] Cn1cnc(S(=O)(=O)N[C@@H]2CC[C@H](CC(=O)Nc3ccccc3)O[C@@H]2CO)c1
[2] CCCNC(=O)C[C@@H]1C[C@H]2c3cc(NC(=O)c4cccnc4)ccc3O[C@H]2[C@@H](CO)O1
[3] COc1ccccc1S(=O)(=O)N1CC[C@@H]2[C@H]1c1cc(-c3ccc(F)cc3)ccc1N[C@@H]2CO
[4] O=C(CN1CCOCC1)N[C@@H]1CC[C@@H](CCNC(=O)C2CCC2)O[C@H]1CO
[5] CC(=O)N(C[C@H]1N[C@H](CO)[C@@H]1c1ccc(-c2cncnc2)cc1)C1CCCC1
[6] CN1[C@H](C(=O)NC2Cc3ccccc3C2)[C@@H](CO)[C@@H]2Cn3c(ccc(-c4ccncc4)c3=O)[C@@H]21

Assay by compound	1	2	3	4	5	6
Pf Dd2 growth	.	-1	18	17	11	2
T cruzi growth	.	-76	19	13	.	19
C diff growth	0	-1	-1	.	3	-1
GASC1 inh	-1.0	1.9	-0.3	2.6	0.3	0.7

[7] C[C@H]1CN([C@@H](C)CO)C(=O)c2cc(NC(=O)C3CC3)ccc2O[C@H]1CN(C)CC1CC1
[8] Cc1noc(C)c1NC(=O)N(C)C[C@@H]1Oc2cc(Br)ccc2S(=O)(=O)N([C@@H](C)CO)C[C@H]1C
[9] C[C@@H]1CN([C@H](C)CO)C(=O)c2cc(NC(=O)CCN3CCOCC3)ccc2O[C@H]1CN(C)C(=O)Nc1ccc(C(F)(F)F)cc1
[10] O=C(NCC[C@@H]1CC[C@@H](NC(=O)c2ccc3c(c2)OCO3)[C@@H](CO)O1)Nc1cc(F)ccc1F
[11] N#Cc1ccc(-c2ccc3c(c2)[C@@H]2[C@@H](CCN2S(=O)(=O)c2ccccc2F)[C@H](CO)N3)cc1
[12] C[C@@H]1CN([C@H](C)CO)C(=O)c2cccc(NC(=O)C3CC3)c2O[C@@H]1CN(C)S(=O)(=O)c1ccccc1

Assay by compound	7	8	9	10	11	12
Pf Dd2 growth	13	13	2	-21	24	18
T cruzi growth	-15	21	-141	61	36	-7
C diff growth	-1	-2	0	.	-6	0
GASC1 inh	1.0	1.4	-1.3	-1.2	-0.4	2.9

[13] COc1ccc(NC(=O)N(C)C[C@H]2OCCCC[C@@H](C)Oc3ccc(NC(=O)Nc4ccc5c(c4)OCO5)cc3C(=O)N([C@H](C)CO)C[C@@H]2C)cc1
[14] CCC(=O)N1[C@H](CO)[C@H](c2ccccc2-c2ccccc2)[C@@H]1C#N
[15] CC(C)NC(=O)N(C)C[C@H]1Oc2ncc(C#CC3(O)CCCC3)cc2C(=O)N([C@H](C)CO)C[C@H]1C
[16] C[C@H](CO)N1C[C@H](C)[C@H](CN(C)Cc2cccnc2)OCc2ccccc2-c2ccccc2C1=O
[17] COc1ccc(NC(=O)N(C)C[C@@H]2Oc3ccc(NS(=O)(=O)c4ccccc4)cc3C(=O)N([C@H](C)CO)C[C@H]2C)cc1
[18] Cc1ccc(S(=O)(=O)N(C)C[C@H]2Oc3ccc(NC(=O)Nc4cccc5ccccc45)cc3C(=O)N([C@H](C)CO)C[C@@H]2C)cc1

Assay by compound	13	14	15	16	17	18
Pf Dd2 growth	10	16	22	-16	14	-40
T cruzi growth	9	.	-31	31	14	44
C diff growth	2	-5	-1	1	1	.
GASC1 inh	-0.8	-0.9	-1.0	-0.4	1.5	9.4

[19] COc1ccc(S(=O)(=O)N(C)C[C@H]2Oc3ccc(NC(=O)c4ccncc4)cc3C(=O)N([C@@H](C)CO)C[C@@H]2C)cc1
[20] COc1cccc(C#Cc2ccc3c(c2)[C@H]2[C@H](CCN2C(=O)CC2CC2)[C@@H](CO)N3)c1
[21] CC(C)C#Cc1ccc2c(c1)O[C@H](CN(C)C(=O)C1CCCCC1)[C@H](C)CN([C@@H](C)CO)S2(=O)=O
[22] Cc1ccc(S(=O)(=O)Nc2cccc3c2O[C@@H](CN(C)Cc2ccc(C(=O)Nc4ccccc4N)cc2)[C@H](C)CN([C@H](C)CO)C3=O)cc1
[23] N#C[C@H]1[C@H](c2ccc(C3=CCCC3)cc2)[C@@H](CO)N1C(=O)c1cccc(F)c1
[24] C[C@@H]1CN([C@@H](C)CO)C(=O)c2cc(-c3cccnc3)cnc2O[C@H]1CN(C)C(=O)c1cccc(F)c1

Assay by compound	19	20	21	22	23	24
Pf Dd2 growth	-26	-60	-1	-77	13	16&19
T cruzi growth	17	.	90	.	56	-11&5
C diff growth	-6	1	4	7	-4	4&3
GASC1 inh	-1.0	-0.3	5.4	2.3	-3.0	-1.4

Sorted by molar mass (low to high): part of the list above.
[24] C[C@@H]1CN([C@@H](C)CO)C(=O)c2cc(-c3cccnc3)cnc2O[C@H]1CN(C)C(=O)c1cccc(F)c1
[21] CC(C)C#Cc1ccc2c(c1)O[C@H](CN(C)C(=O)C1CCCCC1)[C@H](C)CN([C@@H](C)CO)S2(=O)=O
[22] Cc1ccc(S(=O)(=O)Nc2cccc3c2O[C@@H](CN(C)Cc2ccc(C(=O)Nc4ccccc4N)cc2)[C@H](C)CN([C@H](C)CO)C3=O)cc1

Assay by compound	24	21	22
Pf Dd2 growth	16&19	-1	-77
T cruzi growth	-11&5	90	.
C diff growth	4&3	4	7
GASC1 inh	-1.4	5.4	2.3

Going on with the list.
[25] C[C@H]1CN([C@@H](C)CO)C(=O)c2cc(NC(=O)NC3CCCCC3)ccc2O[C@H]1CN(C)Cc1ccc(C(=O)O)cc1
[26] Cc1ccc(S(=O)(=O)NCC[C@@H]2CC[C@H](NC(=O)c3cccnc3)[C@H](CO)O2)cc1
[27] C[C@H](CO)N1C[C@H](C)[C@H](CN(C)C(=O)Cc2ccncc2)Oc2cc(C#Cc3ccccc3F)ccc2S1(=O)=O
[28] O=C(C[C@@H]1C[C@H]2c3cc(NS(=O)(=O)c4ccc(F)cc4)ccc3O[C@H]2[C@H](CO)O1)NCCN1CCCCC1
[29] CCNC(=O)Nc1ccc2c(c1)C(=O)N(C)[C@@H]1CC[C@@H](CC(=O)Nc3ccccc3)O[C@H]1CO2
[30] CC(C)CC#Cc1ccc([C@@H]2[C@@H](CO)N3C(=O)CN(C(=O)NC4CCCCC4)C[C@@H]23)cc1

Assay by compound	25	26	27	28	29	30
Pf Dd2 growth	11	-8	-68	-9	8	-34
T cruzi growth	.	-17	.	54	-22	.
C diff growth	3	2	3	-11	-10	-7
GASC1 inh	0.3	-1.5	-4.3	-1.0	-3.9	-1.3

Record cards, as listed above. Screens in order: Pf Dd2 growth, T cruzi growth, C diff growth, GASC1 inh
Listed for CN1[C@H](C(=O)NC2Cc3ccccc3C2)[C@@H](CO)[C@@H]2Cn3c(ccc(-c4ccncc4)c3=O)[C@@H]21 : 2, 19, -1, 0.7
Listed for CCCNC(=O)C[C@@H]1C[C@H]2c3cc(NC(=O)c4cccnc4)ccc3O[C@H]2[C@@H](CO)O1 : -1, -76, -1, 1.9

The list continues.
[31] C[C@H](CO)N1C[C@H](C)[C@H](CN(C)CC2CCCCC2)Oc2c(NC(=O)Nc3ccccc3)cccc2C1=O
[32] C[C@@H]1CCCCO[C@@H](CN(C)C(=O)Nc2ccc(F)cc2)[C@H](C)CN([C@@H](C)CO)C(=O)c2cc(NS(=O)(=O)c3cccs3)ccc2O1
[33] COc1ccc(NC(=O)Nc2ccc3c(c2)C(=O)N([C@H](C)CO)C[C@@H](C)[C@H](CN(C)S(=O)(=O)c2ccc(C)cc2)O3)cc1
[34] COc1ccc(-c2ccc(C3[C@H]4CNC[C@@H]3N4S(=O)(=O)c3cccc(OC)c3)cc2)cc1 (stereo partly specified)
[35] COCC(=O)N1C[C@H](C)[C@H](OC)CN(C)C(=O)c2ccc(NS(C)(=O)=O)cc2OC[C@@H]1C
[36] COc1ccc2c3c(n(C)c2c1)[C@@H](CO)N(S(C)(=O)=O)CC31CCN(Cc2nccs2)CC1

Assay by compound	31	32	33	34	35	36
Pf Dd2 growth	-43	-61	-4	-14&-76	-7	-53
T cruzi growth	35	57	16	.	20	.
C diff growth	7	-3	-10	47&42	.	-1
GASC1 inh	-1.1	-2.4	-1.4	-3.0&-2.0	0.1	-0.1

[37] CCS(=O)(=O)N1CCC2(CC1)CN(S(=O)(=O)c1cccc(OC)c1)[C@H](CO)c1[nH]c3cc(OC)ccc3c12
[38] C[C@@H]1CCCCO[C@H](CN(C)C(=O)NC2CCCCC2)[C@@H](C)CN([C@@H](C)CO)C(=O)c2cc(N(C)C)ccc2O1
[39] O=C(C[C@@H]1CC[C@@H]2NC[C@@H](O)COC[C@H]2O1)Nc1ccccc1
[40] CN1c2ccc(Br)cc2[C@H]2[C@H](CCN2C(=O)C2CC2)[C@@H]1CO
[41] O=C(C1CC1)N1CC(=O)N2[C@H](C1)[C@@H](c1ccc(C#CC3CCCC3)cc1)[C@@H]2CO
[42] C[C@@H]1CN([C@@H](C)CO)C(=O)c2cc(NC(=O)Nc3ccccc3)ccc2O[C@@H]1CN(C)S(=O)(=O)c1cn(C)cn1

Assay by compound	37	38	39	40	41	42
Pf Dd2 growth	-51	.	-2	40	-26	23
T cruzi growth	.	49	-14	10	.	33
C diff growth	19	-3	.	-3	-7	-3
GASC1 inh	-0.5	10	0.4	2.2	-0.2	0.9

From entry 38 as far as 39, copied from above:
[38] C[C@@H]1CCCCO[C@H](CN(C)C(=O)NC2CCCCC2)[C@@H](C)CN([C@@H](C)CO)C(=O)c2cc(N(C)C)ccc2O1
[39] O=C(C[C@@H]1CC[C@@H]2NC[C@@H](O)COC[C@H]2O1)Nc1ccccc1

Assay by compound	38	39
Pf Dd2 growth	.	-2
T cruzi growth	49	-14
C diff growth	-3	.
GASC1 inh	10	0.4

Carrying on:
[43] COCC(=O)N1[C@H](CO)[C@@H](c2ccccc2)C12CN(C(=O)NC1CCCC1)C2
[44] C[C@H]1CN([C@@H](C)CO)S(=O)(=O)c2ccc(C3=CCCC3)cc2O[C@@H]1CN(C)C(=O)c1ccncc1
[45] C[C@H](CO)N1C[C@H](C)[C@H](CN(C)Cc2ccccc2)Oc2ccc(NC(=O)Cc3cn(C)c4ccccc34)cc2C1=O
[46] CO[C@H]1CN(C)C(=O)c2cc(NC(=O)Nc3ccccc3F)ccc2OC[C@H](C)N(CC2CC2)C[C@H]1C
[47] O=C(C[C@H]1C=C[C@@H](NC(=O)C2CC2)[C@H](CO)O1)Nc1ccccc1
[48] O=C(C[C@H]1C[C@H]2c3cc(NC(=O)Nc4ccccc4F)ccc3O[C@H]2[C@H](CO)O1)NCc1ccc2c(c1)OCO2

Assay by compound	43	44	45	46	47	48
Pf Dd2 growth	40	28	-43	11	7	7
T cruzi growth	.	99	25	34	-20	27
C diff growth	0	0	-5	.	-1	8
GASC1 inh	-2.2	3.4	-1.4	-0.5	-1.0	-0.6

[49] C[C@H]1CN([C@@H](C)CO)C(=O)c2cc(NC(=O)Nc3ccc(C(F)(F)F)cc3)ccc2O[C@H]1CN(C)Cc1ccc(Oc2ccccc2)cc1
[50] CCCN(C)C[C@H]1OCCCC[C@@H](C)Oc2ccc(NC(=O)c3ccncc3)cc2C(=O)N([C@H](C)CO)C[C@@H]1C
[51] O=C(C[C@@H]1CC[C@H]2[C@@H](COC[C@@H](O)CN2C(=O)c2cnccn2)O1)NCc1ccc(Oc2ccccc2)cc1
[52] C[C@@H]1CN([C@H](C)CO)S(=O)(=O)c2ccc(C3=CCCC3)cc2O[C@H]1CN(C)Cc1ccccc1
[53] OC[C@@H]1[C@H](c2ccccc2)C2(CN(Cc3ccccc3)C2)N1Cc1ccncc1
[54] O=C(c1ccncc1)N1C[C@@H]2[C@H](c3ccccc31)[C@@H](CO)N2Cc1ccc(F)cc1
[55] COc1ccc2c3c(n(C)c2c1)[C@H](CO)N(C(C)=O)CC31CCN(Cc2cccnc2)CC1
[56] C[C@H]1CN([C@@H](C)CO)C(=O)c2cccc(NC(=O)C3CC3)c2O[C@H]1CN(C)S(=O)(=O)c1cn(C)cn1

Assay by compound	49	50	51	52	53	54	55	56
Pf Dd2 growth	-40	-19	1	-55	-53	-2	-33	64
T cruzi growth	71	64	.	93	.	3	.	10
C diff growth	.	0	-6&-7	10	4	-5	1	0
GASC1 inh	-0.7	3.7	-2.5	0.8	1.8	-1.1	0.5	2.1

6 compounds out of the list above, ordered by the value under GASC1 inh, largest number first:
no. | Molecule | GASC1 inh
50 | CCCN(C)C[C@H]1OCCCC[C@@H](C)Oc2ccc(NC(=O)c3ccncc3)cc2C(=O)N([C@H](C)CO)C[C@@H]1C | 3.7
56 | C[C@H]1CN([C@@H](C)CO)C(=O)c2cccc(NC(=O)C3CC3)c2O[C@H]1CN(C)S(=O)(=O)c1cn(C)cn1 | 2.1
52 | C[C@@H]1CN([C@H](C)CO)S(=O)(=O)c2ccc(C3=CCCC3)cc2O[C@H]1CN(C)Cc1ccccc1 | 0.8
55 | COc1ccc2c3c(n(C)c2c1)[C@H](CO)N(C(C)=O)CC31CCN(Cc2cccnc2)CC1 | 0.5
49 | C[C@H]1CN([C@@H](C)CO)C(=O)c2cc(NC(=O)Nc3ccc(C(F)(F)F)cc3)ccc2O[C@H]1CN(C)Cc1ccc(Oc2ccccc2)cc1 | -0.7
51 | O=C(C[C@@H]1CC[C@H]2[C@@H](COC[C@@H](O)CN2C(=O)c2cnccn2)O1)NCc1ccc(Oc2ccccc2)cc1 | -2.5
